# L3MBTL1 block – blocks human L3MBTL1; AlphaScreen L3MBTL1–H3K9me1 peptide binding; AID 485360; Potency, µM (series often up to 57.1 µM), for the others: top-dose activity, negative = inhibition, usual class: inhibitors; hit rate 0.66% among 230,000; Q9Y468; active means well fitted inhibition curve with a large enough effect; inconclusive means small, poorly fitted or top-dose-only effect; inactive means no such curve, though single readings can be large or run the other way; further: nearly all actives have a fitted effect of over 60% in size
# Target sequence (Q9Y468 whole entry, looked up): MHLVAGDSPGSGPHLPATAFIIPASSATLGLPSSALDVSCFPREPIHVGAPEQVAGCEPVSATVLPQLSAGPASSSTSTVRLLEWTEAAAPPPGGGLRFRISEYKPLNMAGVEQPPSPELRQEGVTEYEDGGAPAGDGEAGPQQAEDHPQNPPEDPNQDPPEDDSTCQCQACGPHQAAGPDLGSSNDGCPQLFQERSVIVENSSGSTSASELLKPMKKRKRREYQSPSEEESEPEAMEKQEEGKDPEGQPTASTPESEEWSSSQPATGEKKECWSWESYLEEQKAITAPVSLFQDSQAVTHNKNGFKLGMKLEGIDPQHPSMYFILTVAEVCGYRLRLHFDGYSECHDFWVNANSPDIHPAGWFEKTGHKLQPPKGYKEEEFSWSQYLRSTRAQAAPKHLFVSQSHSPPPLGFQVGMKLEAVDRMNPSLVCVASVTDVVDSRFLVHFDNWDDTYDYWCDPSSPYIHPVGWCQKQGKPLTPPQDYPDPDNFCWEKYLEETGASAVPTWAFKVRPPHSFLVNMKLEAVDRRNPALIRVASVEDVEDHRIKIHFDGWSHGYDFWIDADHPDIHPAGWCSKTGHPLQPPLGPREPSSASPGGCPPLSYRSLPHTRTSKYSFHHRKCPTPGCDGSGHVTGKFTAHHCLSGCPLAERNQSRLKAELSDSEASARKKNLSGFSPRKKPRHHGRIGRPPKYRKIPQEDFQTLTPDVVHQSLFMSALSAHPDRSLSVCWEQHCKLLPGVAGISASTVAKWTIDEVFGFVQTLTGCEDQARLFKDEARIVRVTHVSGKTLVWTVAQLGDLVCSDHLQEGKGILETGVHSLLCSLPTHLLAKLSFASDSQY
#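 Read-out is AlphaScreen signal from streptavidin donor and nickel chelate acceptor beads (10 ug/mL final each) bridging L3MBTL1 (50 nM) and biotinylated K9-monomethylated H3(1-15) peptide (75 nM), after 30 min compound exposure at room temperature.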
# * = called active by the depositor; ? = inconclusive; & = joins results of further samples; [ ] = dose if it differs, or a comment. On the % scale 0 is the no-effect control and ±100 the full control effect; potency means the concentration at half of the fitted maximal effect.
# The opening 7 records, to show the layout:
SMILES,L3MBTL1 block
COc1ccc2[nH]c3c(c2c1)CCN1C(=O)N([C@@H](C)C(=O)NCc2ccccc2OC)C(=O)[C@]31C,-1%
COc1ccccc1OCCNC(=O)Cc1ccc(S(=O)(=O)N2CCOCC2)s1,-5%
COc1cc(OC)cc(-c2sc3ccc(OC)cc3c2C#CCO)c1,4%
O=C(COC(=O)COc1ccccc1)NC1CCCC1,6%
CCCCn1c(N)c(N(CCC(C)C)C(=O)C2CCCC2)c(=O)[nH]c1=O,2%
C=CCN1CCCC1CNC(=O)c1cc2[nH]nnc2cc1OC (centres undefined),-2%
CN(C)S(=O)(=O)c1ccc(SCC(=O)N2CC(=O)Nc3ccccc32)nc1,-3%

# The listing (from the top)
SMILES,L3MBTL1 block
COc1ccc2[nH]c3c(c2c1)CCN1C(=O)N([C@@H](C)C(=O)NCc2ccccc2OC)C(=O)[C@]31C,-1%
COc1ccccc1OCCNC(=O)Cc1ccc(S(=O)(=O)N2CCOCC2)s1,-5%
COc1cc(OC)cc(-c2sc3ccc(OC)cc3c2C#CCO)c1,4%
O=C(COC(=O)COc1ccccc1)NC1CCCC1,6%
CCCCn1c(N)c(N(CCC(C)C)C(=O)C2CCCC2)c(=O)[nH]c1=O,2%
C=CCN1CCCC1CNC(=O)c1cc2[nH]nnc2cc1OC (centres undefined),-2%
CN(C)S(=O)(=O)c1ccc(SCC(=O)N2CC(=O)Nc3ccccc32)nc1,-3%
C=CC[C@H](CC(=O)NCCO)C(=O)N[C@H](COC(=O)[C@H](CC=C)CC(=O)OC(C)(C)C)Cc1c[nH]c2ccccc12,0%
COc1ccc(C(=O)OCC(=O)NC2CCCCCC2)c(OC)c1,-2%
COc1ccc(C)cc1NC(C)C(=O)NC(=O)NC1CCCCC1 (centres undefined),?
COCCn1ccc2c(OCC(=O)NCc3ccccc3)cccc2c1=O,1%
N#CCC(=O)Nc1ccc(C(=O)OCC(=O)N=c2sccn2Cc2ccccc2Cl)cc1,0%
COc1ccc(NC(=O)Nc2ccc3c(c2)C(=O)N([C@H](C)CO)C[C@H](C)[C@@H](CN(C)C(=O)Nc2ccc4c(c2)OCO4)O3)cc1,-8%
CN(C1CCCCC1)S(=O)(=O)c1cccc(C(=O)Nc2ccccn2)c1,-6%
CC(Sc1nnc(N)s1)C(=O)NCc1ccc2c(c1)OCO2 (centres undefined),5%
CCCC[C@H]1COCCS(=O)(=O)N1Cc1cccc([N+](=O)[O-])c1,-7%
Cc1nc(N2CCN(c3ccccc3)CC2)[nH]c(=O)c1C,0%
COCCN(Cc1ccccc1)C(=O)Cc1ccc(S(=O)(=O)N2CCOCC2)s1,1%
COc1ccc(OC)c(-c2csc(NC(=O)COC(=O)c3ccc(NC(=O)CC#N)cc3)n2)c1,?
COc1ccc2[nH]cc(CCNC(=O)c3ccco3)c2c1,-11%
O=C1C=C(c2cc(Cl)cc(Cl)c2)C[C@@H](c2ccc(F)cc2)C1,-3%
COc1cccc(OC)c1C(=O)OCC(=O)N1CC(C)CC(C)C1 (centres undefined),0%
COc1ccccc1-c1sc2cc3c(cc2c1C#CC1(O)CCCCC1)OCO3,1%
Cc1ccc(OCCSc2nc3ccccc3n2CC(=O)O)cc1C,1%
Cc1cccc([C@@H]2[C@@H]3C(=O)N(C)C(=O)[C@@H]3[C@@H]3C(=O)Nc4ccccc4C(=O)N23)c1,2%
O=C(Nc1ccncc1)c1cc2ccccc2cc1O,-2%
CS(=O)(=O)c1ccc(NC(=O)CCN2C(=O)C3CCCCC3C2=O)cc1 (centres undefined),4%
Cc1nc(-c2ccc(C(=O)Nc3cc(S(N)(=O)=O)ccc3C)cc2)cs1,-7%
CC(C)(C)OC(=O)N1CCCC(C(=O)Nc2ccc(C(=O)N3CCOCC3)cc2)C1 (centres undefined),4%
CCOC(=O)C1=C(COC(=O)C(CC)c2ccccc2)NC(=O)NC1C (centres undefined),-7%
Cc1ccc(N2CC(O)Cn3c2nc2c3c(=O)[nH]c(=O)n2C)cc1 (centres undefined),-5%
COc1ccc(N2CCN(C(=O)COC(=O)Cc3c(F)cccc3Cl)CC2)cc1,-3%
CCCc1ccc(OCC(O)CN2CCCC2)cc1 (centres undefined),-2%
CCN(CC)C(=O)[C@H]1C[C@H](CC(=O)NCc2ccco2)C(=O)N2CCc3c([nH]c4cc(CCC(=O)N(C)C)ccc34)[C@]12C,2%
CCCCC[C@@H]1C=C(C(=O)O)[C@H](c2cccc(C)c2)N1S(=O)(=O)c1ccc(C)cc1,-9%
Cc1cccc(NC(=O)CN2C(=O)NC3(CCCCCCC3)C2=O)c1C,-1%
Oc1c(Br)cc(/C=N/n2c(-c3ccccc3)n[nH]c2=S)c(O)c1Br,2%
CCCOc1ccc(C(=O)CCC(=O)NNC(=O)Cn2nc(C)cc2C)cc1,5%
CC(C)NS(=O)(=O)c1ccc(Br)c(C(=O)OC(C)C(=O)NC2CCCCC2C)c1 (centres undefined),4%
CCN1CCN(CCC(=O)Nc2ccccc2C)CC1,-3%
COc1ccc(CNC(=O)Cn2ccc(N)nc2=O)cc1,0%
CC1CC(C)CN(C(=O)c2ccc(NS(=O)(=O)c3ccc4[nH]c(=O)[nH]c4c3)cc2)C1 (centres undefined),-2%
C#CCOCCOCCOCCNc1nc(N2CCN(C(=O)CCCCCCCCCCNC(=O)[C@H]([C@@H](C)CC)n3cc(CCCCN=C(N)N)nn3)CC2)nc(N2CCN(C(=O)CCCCCCCCCCNC(=O)[C@H](CCCCN)n3cc(C)nn3)CC2)n1,-9%
CCN(CC)S(=O)(=O)c1ccc(NC(=O)c2cnccn2)cc1,10%
O=C(CCC(=O)N1CCc2ccccc2C1)NCCc1ccc(Cl)cc1,-1%
Cc1csc(CNc2ncnc3ccc(-c4ccoc4)cc23)c1,-11%&3%
O=C(Cn1c(=O)cnc2ccccc21)Nc1cc(Cl)ccc1N1CCOCC1,-4%
CCc1ccc([C@H]2C(C(=O)O)=C[C@@H](CC)N2S(=O)(=O)c2ccc(C)cc2)cc1,3%
CCN(CC)CCn1c2c(c(SCC(=O)Nc3ccc(F)c(F)c3)nc1=O)CCC2,-2%
O=S(=O)(c1cccc(C(F)(F)F)c1)N1CCC(CO)(CCCc2ccccc2)CC1,7%
O=C(Cn1nnc(-c2ccccc2)n1)NC(=O)NC1CCCC1,3%
O=C(CNC(=O)c1ccco1)NNC(=O)c1ccc(Br)cc1,-2%
Cc1cccc(C)c1NC(=O)CNC(=O)C(C)N1CCCCC1 (centres undefined),-1%
Cc1cccc(C)c1NC(=O)CN(C)C(=O)c1cc(S(=O)(=O)N(C)C)ccc1N1CCCC1,2%
Cc1ccc(OCCC(=O)OCC(=O)Nc2ccc(N3CCOCC3)cc2)cc1,0%
CSCCC(NC(=O)c1ccco1)C(=O)N1CCN(C(c2ccccc2)c2ccccc2)CC1 (centres undefined),-13%
Cc1ccc(SCC(=O)NC2CCS(=O)(=O)C2)cc1C (centres undefined),-3%
COc1cc(OC)cc(C(=O)NC2CCN(CCCOc3ccccc3)CC2)c1,-1%
COc1ccccc1N1CCN(/N=C(\C)c2ccccc2O)CC1,-8%
CC(CN1CCOCC1)OC(=O)c1cccc(Cl)c1 (centres undefined),2%

# Quoted at random: 3 entries already listed
SMILES,L3MBTL1 block
COCCN(Cc1ccccc1)C(=O)Cc1ccc(S(=O)(=O)N2CCOCC2)s1,1%
Cc1ccc(SCC(=O)NC2CCS(=O)(=O)C2)cc1C (centres undefined),-3%
Cc1cccc(NC(=O)CN2C(=O)NC3(CCCCCCC3)C2=O)c1C,-1%

# The results go on.
SMILES,L3MBTL1 block
CC(C)C(=O)Nc1ccc(S(=O)(=O)N2CCC(c3nc4ccccc4[nH]3)CC2)cc1,-4%
COc1ccc(-c2nn(-c3ccccc3)cc2C(=O)N(C)CC(=O)Nc2ccc(N3CCOCC3)cc2)cc1,-4%
Cc1cccc(C(=O)OCC(=O)N2CC(=O)Nc3ccccc32)c1C,-3%
CC(C)(C)c1csc(NC(=O)C2=COCCO2)n1,0%
O=C(COC(=O)C1CCCCC1)Nc1cccc(F)c1,13%
CCN(CC)C(=O)[C@H]1C[C@H](CC(=O)NCCc2ccccn2)C(=O)N2CCc3c([nH]c4cc(-c5ccco5)ccc34)[C@]12C,-18%
CC(C)Cn1c(N)c(C(=O)COC(=O)C2CCCN2C(=O)c2cccs2)c(=O)n(C)c1=O (centres undefined),11%
Cc1c(NS(=O)(=O)c2cc(C(=O)NCc3cccnc3)ccc2Cl)c(=O)n(-c2ccccc2)n1C,-1%
COc1ccc(NC(=O)COC(=O)C23CC4CC(CC(O)(C4)C2)C3)cc1Cl,4%
O=C(NCCCN1CCCC1=O)c1cc2ccccc2o1,-1%
O=C1CN(C(=O)COC(=O)c2ccc(Cl)c(S(=O)(=O)N3CCCCC3)c2)c2ccccc2N1,0%
CCOC(=O)c1c2ccccc2[n+]([O-])n1CCO,-6%
COc1ccc(-c2cc(=O)[nH]c(N3CCN(Cc4ccccc4)CC3)n2)cc1,3%
O=C(CCCn1c(=O)oc2ccccc21)Nc1ccccc1,0%
Cc1cccc(CN2CCc3c([nH]c4ccccc34)C2CC(C)C)n1 (centres undefined),-10%
C[C@]12c3[nH]c4ccccc4c3CCN1C(=O)C(CC(=O)NCc1cccc(C(F)(F)F)c1)C[C@@H]2C(=O)N1CCCCC1 (some centres undefined),-3%
CCOC(=O)c1c(NC(=O)COC(=O)c2cccnc2OCC)sc(C(=O)N(CC)CC)c1C,0%
COCCN(C(=O)c1ccccc1F)c1nc(-c2ccc(OC)cc2)cs1,45%[activator]
O=C(CN1CCN(C(=O)c2cncn2-c2ccccc2)CC1)Nc1ccccc1Cl,2%
CC(C)N(C(=O)[C@H]1CC(CC(=O)NCCc2ccccn2)C(=O)N2CCc3c([nH]c4ccccc34)[C@]12C)C(C)C (some centres undefined),-5%
CCOc1ccc(NC(=O)c2ccc(OCC3CCCO3)cc2)cc1S(=O)(=O)N(CC)CC (centres undefined),9%
CCCn1c(=O)c(C(=O)NCCc2ccc(OC)c(OC)c2)c(O)c2ccccc21,3%
O=C(COC(=O)C1CC1)Nc1ccc(Cl)cn1,-5%
CCN(CC(=O)Nc1cc(S(=O)(=O)N2CCOCC2)ccc1Cl)Cc1ccccc1,-4%
OCC[C@H]1C[C@@H](O)[C@H](O)[C@@]2(Cc3ccccc3O2)O1,2%
O=C(NCC(c1ccco1)N1CCc2ccccc2C1)C(=O)Nc1ccccc1 (centres undefined),0%
CCOc1ccc(OCCOCCN2CCCC2)cc1,2%
CN(C)c1ccc(/C=N\Nc2ccccn2)cc1,?
CN(CC(=O)Nc1ccccc1Cl)C(=O)c1ccc(Cl)c(S(=O)(=O)N2CCCCCC2)c1,-4%
O=C(COC(=O)/C=C/c1ccc(OC(F)F)cc1)NC1CCCCC1,-1%
CCOc1ccc(CN2C(=O)c3ccccc3C2=O)cc1C(=O)NC1CC(C)(C)NC(C)(C)C1,4%
CC1CCCN(C(=O)COC(=O)COc2ccc(C#N)cc2)C1 (centres undefined),2%
CC(C)N(C(=O)[C@H]1CC(CC(=O)NCCN2CCOCC2)C(=O)N2CCc3c([nH]c4ccccc34)[C@]12C)C(C)C (some centres undefined),1%
COCCN(C(=O)c1cc(-c2ccco2)nc2ccccc12)c1c(N)n(Cc2ccccc2)c(=O)[nH]c1=O,?
Cc1ccc(Cl)c(OCC(=O)N2CCc3ccccc3C2)c1,13%
CC1CC(C)CN(C(=O)COC(=O)c2ccc3c(c2)OCO3)C1 (centres undefined),-4%
O=C(Cc1ccc(F)cc1)NC1CCCCCC1,8%
COc1ccc(C2=NN(C(=O)CCC(=O)O)C(c3ccc(F)cc3)C2)cc1 (centres undefined),4%
CC(C)(Oc1ccc(Cl)cc1)C(=O)OCC(=O)N1CCN(c2ccccc2)CC1,-8%
CC1CN(C(=O)c2ccccc2OCc2ccc(Cl)cc2Cl)CC(C)O1 (centres undefined),0%
CC(=O)C[C@H](O)CC(=O)[C@H]1OC(=O)CCCCCc2ccccc21,-1%
O=C(CSc1nnc(NC(=O)c2c(F)cccc2F)s1)NCc1ccc(F)cc1,1%
C#CCOCCOCCOCCNc1nc(N2CCN(C(=O)[C@H](CCCN=C(N)N)n3cc(C(N)[C@@H](C)CC)nn3)CC2)nc(N2CCN(C(=O)[C@H](CCC(=O)O)n3cc([C@@H](N)[C@H](C)CC)nn3)CC2)n1 (some centres undefined),3%
O=C(CC1SC(N2CCCCC2)=NC1=O)Nc1cccc(C(=O)NCc2ccc(F)cc2)c1 (centres undefined),2%
OCC[C@@H]1C[C@H](O)[C@@H](O)[C@]2(Cc3ccccc3O2)O1,-2%
Cc1ccc(OCC(=O)N2CCN(S(=O)(=O)c3ccc(Cl)s3)CC2)cc1C,-1%
Cc1ccc(NC(=O)CN2CCCC2)cc1Br,0%
CCCCNc1c(-c2ccc(OC)c(SC3CCCCC3)c2)nc2ccc(Cl)cn12,-1%
CCCCN(C(=O)CSc1nnnn1C)C1CCS(=O)(=O)C1 (centres undefined),3%
CCc1noc(C)c1C(=O)OCC(=O)N(CCOC)c1c(N)n(Cc2ccccc2)c(=O)[nH]c1=O,-9%

# 3 of the entries above in order of the L3MBTL1 block value, falling:
SMILES,L3MBTL1 block
CCCCN(C(=O)CSc1nnnn1C)C1CCS(=O)(=O)C1 (centres undefined),3%
O=C(CC1SC(N2CCCCC2)=NC1=O)Nc1cccc(C(=O)NCc2ccc(F)cc2)c1 (centres undefined),2%
CC(=O)C[C@H](O)CC(=O)[C@H]1OC(=O)CCCCCc2ccccc21,-1%

# Screening data deposited in PubChem BioAssay by National Center for Advancing Translational Sciences (NCATS).

# This is a subset, so the mix of outcomes need not match the whole.
